# p53ts 39C tox – cytotoxicity in p53ts cells at nonpermissive temperature. 130,000 tested, 1.5% active. AID 902. Potency, µM (top dose mostly 46.1 µM), inactives show at the highest dose activity change, negative = cell killing, most hits filed as cytotoxic. H1299-p53A138V viability at 39C, ATP luminescence, 24 h; also: nearly all actives have a fitted effect of over 55% in size
# p53ts 32C tox – cytotoxicity in p53ts cells at permissive temperature; H1299-p53A138V at 32C, ATP luminescence viability, 24 h; 130,000 tested, 0.93% active; Potency, µM (doses to about 46.1 µM), inactives show top-dose activity change, negative = cytotoxicity, hits mostly cytotoxic;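 also: 0% = DMSO and -100% = full killing by reference compound; nearly all actives have a fitted effect of over 55% in size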
#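 ATP-content luminescence (ATPlite) read-out after 24 h compound exposure at 32C in H1299-p53A138V cells (600/well). Tested up to 46 uM. Normalized to DMSO (0%) and 100 uM tamoxifen (100% killing); Hill-fit AC50.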
# Imprint erasure – induces erasure of genomic imprints in mouse ES cells. mouse ES Peg3-LacZ reporter, beta-gal luminescence, 40 h. Potency, µM (highest dose often 60.7 µM), for inactives: at the highest dose activity change, positive = activation, hits mostly activators. 110,000 tested, 0.02% active. AID 1948;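 also: 0% = negative control wells on the plate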
#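 Imprint erasure is scored as LacZ activity from the silenced maternal Peg3 allele in feeder-free female ES cells cultured 40 h with LIF. Luminescence is normalized to in-plate negative controls and fitted to the Hill equation.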
# IkB signaling – inhibitors of IkB signaling in ABC-DLBCL cells | Potency, µM (series often up to 57.1 µM), for the others: at the top dose IkBa stabilization activation | 110,000 tested, 0.04% active | AID 445 | ABC-DLBCL IkBa-CBG/CBR dual luciferase ratio, 4 h; response scale: scaled: untreated 0%, proteasome inhibitor 100%; active = well fitted curve in the direction sought with a large enough effect in the signal ratio, not every such curve was filed as active; inconclusive = small, poorly fitted or top-dose-only effect, or a change in a side signal; the % refers to the signal ratio;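 also: the direction sought is a rising ratio; 0% = basal untreated cells and 100% = reference inhibitor full response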
#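 In this assay, an IκBα–CBG68 fusion accumulates when IKK-driven degradation is blocked; native CBR normalizes for cell number. OCI-Ly3 cells were treated 4 h with compound and doxycycline, then green and red light read after Chroma-Glo addition.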
# Numbers without * were called inactive; u = inconclusive; x = no result given; & = joins results of further samples; [ ] = remark or other dose. Unless noted, calls follow the shape of the dose curve; as a rule, active = well fitted curve in the direction sought with a large enough effect; inconclusive = small, poorly fitted or top-dose-only effect, or another doubt; inactive = no such curve, though single readings can be large; an effect the other way counts as inactive or inconclusive. Unless noted, % is scaled to controls: 0 for no effect and ±100 for the full control effect; potency is read from the fitted curve at half-maximal effect.
structure	IkB signaling	p53ts 32C tox	p53ts 39C tox	Imprint erasure
O=C(Nc1cccc(Cl)c1)NC1CCCCC1	x	-17%	-16%	x
CCCCOc1ccc(C2CC(=O)NC2=O)cc1 (configuration not stated)	-0.6%	7%	7%	-14%
COc1ccc(-c2noc(CC(=O)Nc3cc(OC)ccc3OC)n2)cc1	-0.6%	4%	-21%	-10%[10.9 µM]
O=C(O)c1ccccc1C(=O)Nc1ccccc1	0.4%	-3%	16%	-4%
Cc1ccc(CN2CCC(C(=O)NCCC(C)C)CC2)o1	-0.9%	3%	2%	9%
CC(=O)c1c(C)n([O-])c2ccc(C)cc2[n+]1=O	-1.2%	4%	2%	-10%
O=C(Nc1cccc(F)c1)N1CCC2(CC1)CCN(C(=O)c1ccco1)CC2	3.1%[11.4 µM]	8%	-8%	x
Cc1ccc(NC(=O)c2oc3ccccc3c2NC(=O)C23CC4CC(CC(C4)C2)C3)cc1	u	2%	-4%	14%[10.9 µM]
COc1ccc(/C=C/C(=O)c2cccs2)c(OC)c1	x	16µM*	5µM*	-25%
COc1ccc(Cc2nnc(SCC(=O)NC(C)c3ccccc3)o2)cc1 (configuration not stated)	2.2%	2%	6%	-14%
CCCCC(CCC(=O)Nc1ccccc1C(=O)OCC)C(=O)O (configuration not stated)	0.7%	-25%	-8%	-10%
Cn1cc(C(F)(F)F)nc1-c1ccc(OC[C@@H](O)CNCCOc2ccc(O)c(C(N)=O)c2)cc1	0.4%&-4.7%	9%&-6%	-9%&10%	-31%[inhibitor]
Cc1ccc(C(=O)CC2(O)C(=O)N(C)c3ccc(Br)cc32)c(C)c1 (configuration not stated)	-1.9%	9%	-6%	-1%
O=S(=O)(NCCc1nnc2ccc(SCc3ccc(C(F)(F)F)cc3)nn12)c1ccccc1	u	-6%	-27%	-17%[10.9 µM]
O=C(Nc1cccc(C(=O)N2CCN(c3ccc(Cl)cc3)CC2)c1)c1nsc2ccccc12	3.6%	-18%	u	-6%[10.9 µM]
Cc1ccc(C)c(NC(=O)Cn2nnc(C(=O)NCc3ccco3)c2N)c1	5.1%	0%	u	9%[10.9 µM]
Cc1ccc(Cl)cc1N1CCN(C(=O)c2nn(C)c3c2CS(=O)(=O)c2ccccc2-3)CC1	-1.9%	-7%	-19%	-12%[10.9 µM]
CCCn1c(=O)c2sccc2n2c(CCCC(=O)NC3CCCCC3)nnc12	u	1%	3%	-11%[10.9 µM]
Cc1ccc2nc(-c3ccc(O)cc3)c(Nc3ccc4c(c3)OCCO4)n2c1	u	6%	-10%	-9%[10.9 µM]
COc1cc2c(C(=O)Nc3ccc4c(c3)OCO4)cn(CC(C)C)c(=O)c2cc1OC	0.7%	-7%	-7%	-12%
Cn1c(-c2ccc3c(c2)OCO3)cnc1NC(=O)CCC(=O)NCCc1ccccc1	0.3%	4%	-10%	-10%
O=C(NCCCn1ccnc1)c1ccco1	-1.7%	2%	-1%	u
CCCCC(CC)CNC(=O)Cc1ccc(-n2c(=O)[nH]c3ccccc3c2=O)cc1 (configuration not stated)	u	11%	-18%	8%[10.9 µM]
O=C(CSc1nc(-c2ccccc2)c(-c2ccccc2)o1)N1CCOCC1	x	5%	-5%	x
Cc1cc2c(cc1S(=O)(=O)N(C)CC(=O)Nc1ccc(C#N)cc1)OCC(=O)N2	3.4%	-12%	-13%	-3%[10.9 µM]

# Structures from the list above containing a Cl atom:
structure	IkB signaling	p53ts 32C tox	p53ts 39C tox	Imprint erasure
O=C(Nc1cccc(Cl)c1)NC1CCCCC1	x	-17%	-16%	x
O=C(Nc1cccc(C(=O)N2CCN(c3ccc(Cl)cc3)CC2)c1)c1nsc2ccccc12	3.6%	-18%	u	-6%[10.9 µM]
Cc1ccc(Cl)cc1N1CCN(C(=O)c2nn(C)c3c2CS(=O)(=O)c2ccccc2-3)CC1	-1.9%	-7%	-19%	-12%[10.9 µM]

# Carrying on.
structure	IkB signaling	p53ts 32C tox	p53ts 39C tox	Imprint erasure
COc1ccc(NC(=O)C2CCCN(S(=O)(=O)c3ccc4c(c3)oc(=O)n4C)C2)c(OC)c1 (configuration not stated)	2.1%	-5%	-3%	-14%[10.9 µM]
Clc1ccc(N2COC3c4cccc5cccc(c45)C32)cc1 (configuration not stated)	x	8%	-6%	x
Cc1ccc(CN(C(=O)c2csnn2)C(C(=O)NC2CCCC2)c2ccc(C)o2)cc1 (configuration not stated)	x	-3%	-1%	x
COC(=O)CC(C(=O)Nc1cc(C(=O)OC)cc(C(=O)OC)c1)N1CCN(C)CC1 (configuration not stated)	1.7%	-3%	11%	2%
Cc1ccc(S(=O)(=O)N(CC(=O)N2CCCC2)C2CCCCC2)cc1	-1.1%	0%	10%	-11%
CCc1cccc(C)c1NC(=O)C1CCN(c2nn3c(=O)cc(C)nc3s2)CC1	0.6%	-5%	-16%	23%[10.9 µM]
COCCCNC(=O)c1ccc2c(c1)N(Cc1ccccc1F)C(=O)c1ccccc1S2=O (configuration not stated)	0.9%	8%	-10%	15%[10.9 µM]
COC(=O)Nc1ccc(S(=O)(=O)N2CCCC(C(=O)Nc3cccc4c3OCCO4)C2)cc1 (configuration not stated)	u	-5%	-3%	-16%
CCC(C)[C@H](NC(=O)NCc1ccccc1Cl)C(=O)OC (some centres not stated)	-1.0%	-1%	4%	-11%
Nc1ccc(-c2ccc(Nc3cc(S(=O)(=O)O)c(N)c4c3C(=O)c3ccccc3C4=O)cc2)c(S(=O)(=O)O)c1	1.3%[11.4 µM]	-4%[9.22 µM]	4%[9.22 µM]	8%[10.9 µM]
O=C(CCCOc1ccccc1)NCC1CCCO1 (configuration not stated)	-0.8%	-6%	6%	21%
CC1(C)CC(=O)C2=C(C1)OC(N)=C(C#N)C21CCC2(CC1)OCCO2	1.8%	-5%	2%	1%
O=C(CSc1nnnn1-c1ccccc1)c1cc2ccccc2oc1=O	5.8%	0%	5%	-16%
Cc1ccc(CCNC(=O)Cn2ncc3c(=O)oc4ccccc4c32)cc1	0.4%	8%	37%[activator]	u
CCOc1ccc(-n2c(SCC(=O)Nc3ccc(CC)cc3)nc3c(oc4ccccc43)c2=O)cc1	3.2%	8%	-5%	-5%[10.9 µM]
C(=Nc1ccc2c(c1)Cc1ccccc1-2)c1ccccn1	4.6%[11.4 µM]	-2%[9.22 µM]	-2%[9.22 µM]	-1%[10.9 µM]
O=C(NCc1ccc(Cl)cc1)C1CCN(S(=O)(=O)Cc2ccccc2)CC1	u	5%	-10%	-13%[10.9 µM]
COC(=O)c1cc(NC(=O)CN(c2ccc(OC)cc2)S(=O)(=O)c2ccc(F)cc2)ccc1Cl	x	-1%	-26%	x
CC1(C)CC(=O)c2cc(-c3nc(-c4ccc(Br)cc4)cs3)c(=O)n(-c3ccccc3)c2C1	u	16%	14%	-7%[10.9 µM]
CCOC(=O)N1CCN(c2c(NCCCN(CC)c3cccc(C)c3)c(=O)c2=O)CC1	1.1%	-5%	-9%	-9%
Cn1c(=O)cc(SCC(=O)Nc2ccc3c(c2)OCO3)c2ccccc21	1.5%	11%	-9%	-9%
N=c1c2c3c(sc2nc2n1CCC2)CCCC3	0.6%	-7%	8%	4%
CCOCC(=O)O	-1.2%	-16%[1.84 µM]	4%	0%
O=C(NCc1nc2cccnc2n1Cc1ccc(F)cc1)c1ccccc1C(F)(F)F	-2.7%	-3%	1%	15%[10.9 µM]
CCc1cccc(C)c1NS(=O)(=O)c1c(C(=O)N2CCCCCC2)c(C)n(C)c1C	0.7%	2%	-1%	-15%[10.9 µM]

# One compound at a time, from the list above.
# Results for `CC1(C)CC(=O)C2=C(C1)OC(N)=C(C#N)C21CCC2(CC1)OCCO2` = IkB signaling = 1.8%; p53ts 32C tox = -5%; p53ts 39C tox = 2%; Imprint erasure = 1%
# Results for `COC(=O)c1cc(NC(=O)CN(c2ccc(OC)cc2)S(=O)(=O)c2ccc(F)cc2)ccc1Cl` = IkB signaling = x; p53ts 32C tox = -1%; p53ts 39C tox = -26%; Imprint erasure = x
# Results for `O=C(CCCOc1ccccc1)NCC1CCCO1` (configuration not stated) = IkB signaling = -0.8%; p53ts 32C tox = -6%; p53ts 39C tox = 6%; Imprint erasure = 21%

# Other structures follow.
structure	IkB signaling	p53ts 32C tox	p53ts 39C tox	Imprint erasure
Cc1nc(=O)c(-c2ccccc2)c(C)n1CCCO	7.1%	-8%	3%	-8%
O=C(CSC1=NCCN1)Nc1ccccc1	1.4%[11.4 µM]	-7%[9.22 µM]	-1%[9.22 µM]	-3%[10.9 µM]
CCN1C(=O)c2cccc3c(S(=O)(=O)Nc4nc(C)cs4)ccc1c23	u	9%	-5%	-7%
Cc1ccc2[nH]c(C(=O)O)c(-c3ccccc3)c2c1	4.4%	4%	9%	-7%
CC1Oc2ccccc2N(CC(=O)c2cccc(Cl)c2)C1=O (configuration not stated)	1.2%	1%	1%	-15%
COC(=O)c1ccccc1NC(=O)NCc1ccc2c(c1)OCO2	1.8%	10%	13%	-12%
Cc1ccc(-n2ncc(C(=O)N3CCN(Cc4ccccc4)CC3)c2C2CCN(C(=O)OC(C)(C)C)CC2)c(C)c1	u	4%	14%	-4%[10.9 µM]
COC(=O)COc1ccc(NC(=O)C2CCCO2)cc1 (configuration not stated)	0.0%	11%	15%	-5%
CCC(=O)N1CCc2cc(S(=O)(=O)N3CCN(c4ccccc4F)CC3)ccc21	u	-4%	21%	-8%[10.9 µM]
Cc1cccc(Cn2c(CN3CCC(C(=O)NCc4ccccc4Cl)CC3)cc3ccccc32)c1	u	7%	-3%	14%[10.9 µM]
O=C(Nc1ccc(Cl)c(Cl)c1)N(Cc1c[nH]c2ccccc12)C1CCCCC1	-1.7%	-2%	-8%	19%[10.9 µM]
CCN(CC)CCN1C(=O)C(=O)/C(=C(/O)c2ccc(OC)c(OC)c2)C1c1ccccn1 (configuration not stated)	-2.4%	-8%	8%	27%
Cc1nc(-c2cccc(S(=O)(=O)N3CC(C)OC(C)C3)c2)cs1 (configuration not stated)	-0.5%	3%	-6%	-11%
COCCNC(=O)c1cc2cc(Br)cc(OC)c2oc1=O	-3.6%	-1%	8%	3%
Nc1nc(-c2ccccc2)c(-c2ccccc2)c(-c2nc(N)nc(-c3ccccc3)c2-c2ccccc2)n1	0.9%[11.4 µM]	0%[9.22 µM]	3%[9.22 µM]	-9%[10.9 µM]
O=C(Nc1ccc(N2CCN(C(=O)c3ccco3)CC2)cc1)c1ccccc1F	-1.0%	9%	-2%	-5%
CC(=O)c1ccc(NC(=O)CN2C(=O)CN(C)C(=O)c3ccccc32)cc1	0.8%	-2%	-11%	3%[10.9 µM]
Cc1cccc(NC2=NCC(=O)N2Cc2ccccc2)c1	0.3%	5%	2%	-3%
CCOc1ccccc1NS(=O)(=O)c1ccc(-c2cnc(C3CC3)o2)cc1	u	4%	-2%	-27%[10.9 µM]
COc1ccc(CN2C3CCCC2CC(NC(=O)Nc2ccccc2C)C3)cc1 (configuration not stated)	x	-2%	-3%	x
Cc1cccc(C)c1Nc1c(-c2ccccc2Cl)nc2cnccn12	2.5%	-7%	-18%	-2%[10.9 µM]
Fc1ccc(-c2csc3nnc(SCc4cccnc4)n23)cc1	0.8%	5%	8%	-1%
CCCCCOC(=O)CSc1nc2c(c(=O)[nH]c(=O)n2C)n1CCc1ccccc1	5.2%	-6%	2%	x
C[C@@]12C=CC(=O)C=C1CC[C@H]1[C@H]3CC[C@](O)(C(=O)CO)[C@]3(C)CC(=O)[C@@H]12	2.7%[25.6 µM]	3%[20.6 µM]	19%[20.6 µM]	-18%[16.8 µM]
COc1ccc(CCNC(=O)c2c(O)c3cccc4c3n(c2=O)CC4)cc1OC	0.9%	2%	5%	-3%
COc1cc(OC)nc(NC(=O)CS(=O)(=O)c2ccccc2)n1	0.8%	7%	4%	0%
CCc1[nH]nc2c1C1(CCN(C(=O)c3ccccc3)CC1)C(C#N)=C(N)O2	-0.3%	-14%	13%	1%

# Assay outcomes as filed in PubChem BioAssay.
